SW480 rerep: inducers of DNA re-replication in SW480 colon cancer cells. 340,000 tested, 1.8% active. AID 624297. Potency, µM (titrated, usually from 46.1 µM), without a hit: at the highest dose re-replication activation, usual class: activators. SW480 DNA re-replication, Hoechst DNA content imaging, 48 h; note: potency is the fitted concentration of half-maximal effect; % of control where 0% means no effect; nearly all actives have a fitted effect of over 55% in size
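Readout is total intensity of Hoechst-stained nuclei, excited at 405 nm and collected at 500-530 nm. Compound treatment lasted 48 hr at 37 C in 5% CO2 before staining.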
HepG2 viability: counter-screen for TGF-b inhibitors: cytotoxicity in HepG2 cells; HepG2 CAGA-GFP viability, ATP luminescence, 18 h; 410,000 tested, 0.76% active; Potency, µM (titrated, usually from 46.1 µM), for the others: at the top dose activity change, negative = cytotoxicity, most hits filed as cytotoxic; note: potency is the fitted concentration of half-maximal effect; some results filed as inactive show a strong effect at the top dose
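HepG2 CAGA-GFP cells (1000/well, DMEM with 1% FBS) received compound, then TGF-beta at 500 pg/mL final, and were incubated 18 hours at 37 degrees C. Viability was read by CellTiter-Glo luminescence. Media-only wells were set as complete cell-killing and DMSO as no toxicity.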
MCF10A rerep: inducers of DNA re-replication in MCF 10A breast cells; 350,000 tested, 2.9% active; MCF 10A DNA re-replication, Hoechst nuclear intensity, 48 h; Potency, µM (titrated, usually from 46.1 µM), inactives show at the highest dose activity, positive = re-replication, most hits filed as activators; note: potency is the fitted concentration of half-maximal effect; % of control where 0% means no effect; nearly all actives have a fitted effect of over 50% in size
HT1080 IDH1KD tx: HT-1080 IDH1 knockdown cell toxicity (counter line). HT-1080 IDH1 knockdown viability, ATP luminescence, 48 h. Potency, µM (highest dose often 46.1 µM), inactives show at the top dose activity, negative = toxicity, usual class: cytotoxic. 360,000 tested, 2% active;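 note: potency is the fitted concentration of half-maximal effect; 0% = DMSO wells and -100% = cell-free medium wells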
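Knockdown cells (IDH1KD HT-1080) received compounds 2 h after plating at 750 cells/well and were kept 48 h at 37 °C in 5% FBS RPMI. A CellTiter-Glo luminescence read gave % activity for curve fitting.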
ATXN viability: viability counter-screen for ATXN expression inhibitors; Potency, µM (highest dose often 56.7 µM), usual class: cytotoxic; 400,000 tested, 0.49% active; S2 cells (HEK-293 line with an ATXN2-luciferase reporter) viability, CellTiter-Fluor protease fluorescence, 24 h; note: potency is the fitted concentration of half-maximal effect; nearly all actives have a fitted effect of over 40% in size
HT1080-NT tox: kills 2HG-producing HT-1080-NT fibrosarcoma cells; HT-1080-NT fibrosarcoma viability, CellTiter-Glo ATP luminescence, 48 h; Potency, µM (series often up to 46.1 µM), for the others: top-dose activity, negative = less viability, most hits filed as cytotoxic; 360,000 tested, 1.6% active; AID 686970;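 note: NT is the 2HG producing partner of a matched IDH1 knockdown line; potency is the fitted concentration of half-maximal effect; 0% = DMSO-treated cells and -100% = media-only wells without cells; nearly all actives have a fitted effect of over 55% in size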
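A 48-hour cytotoxicity screen used HT-1080-NT cells plated 2 hours before compound delivery. ATP-based CellTiter-Glo luminescence measured viability, normalized to DMSO and no-cell controls.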
KB-3-1 tox: kills parental KB-3-1 adenocarcinoma cells | KB-3-1 viability, CellTiter-Glo ATP luminescence, 72 h | Potency, µM (doses to about 46.1 µM), inactives show top-dose activity change, negative = cytotoxic, hits mostly cytotoxic | 400,000 tested, 1.4% active; note: potency is the fitted concentration of half-maximal effect; % is set by controls: 0 for no effect and ±100 for the full control effect; nearly all actives have a fitted effect of over 60% in size
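Here the drug-naive KB-3-1 line serves as comparator for MDR sub-line selectivity; cells received compound titrations, 72 h at 37 °C, then CellTiter-Glo readout.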
IL1B secr inh: blocks inflammasome-driven IL-1 beta release | THP-1 LPS/ATP IL-1B secretion, AlphaLISA, 16 h; hits give low values | activity change, % at 57.5 µM | 360,000 tested, 4.7% active; in the data active = activity change below about -50%; inconclusive = mostly about -30% to -49%; note: % is set by controls: 0 for no effect and ±100 for the full control effect
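Secreted IL-1B measured by AlphaLISA bead assay after 16 h compound exposure of THP-1 cells; compounds (final up to 57.5 uM) added 1 h before LPS (250 ng/mL) and ATP (1.25 mM) stimulation; lower signal means less secretion.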
ATXN2 expr inh: inhibitors of ATXN2 expression; HEK-293 ATXN2-luciferase reporter, luminescence, 24 h; 360,000 tested, 0.72% active; Potency, µM (top dose mostly 57 µM), inactives show at the top dose activity change, negative = inhibition, usual class: inhibitors; note: potency is the fitted concentration of half-maximal effect; % is set by controls: 0 for no effect and ±100 for the full control effect; nearly all actives have a fitted effect of over 55% in size
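ATXN2-luciferase reporter cells (luciferase flanked by upstream and downstream ATXN2 gene portions) were treated 24 h at 37 °C with compounds at up to 57 uM. SteadyGlo luminescence gave expression; GF-AFC fluorescence gave viability.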
* hit, by the source's call; i = inactive; ? = inconclusive; · = no result given; [ ] = remark or other dose. Unless noted, calls come from the whole dose curve; as a rule, active = well fitted curve in the direction sought with a large enough effect; inconclusive = small, poorly fitted or top-dose-only effect, or another doubt; inactive = no such curve, though single readings can be large; an effect the other way counts as inactive or inconclusive. This is a random part of the collection; about 8.9% have a hit in one of these screens.

The first 3 entries, ahead of the listing:
SMILES	SW480 rerep	HepG2 viability	MCF10A rerep	HT1080 IDH1KD tx	ATXN viability	HT1080-NT tox	KB-3-1 tox	IL1B secr inh	ATXN2 expr inh
CCCOC(=O)c1ccc(NC(=O)c2cc(OC)c(OC)c(OC)c2Br)cc1	1%	-22%	19%	-2%	i	-1%	13%	39	1%
Cc1cc[n+](-c2nc3ccccc3nc2C(=C=[N-])C#N)cc1	-12%	-2%	22%	7%	i	24%	0%	?	-2%
COc1ccccc1CNC(=O)c1cccc(S(=O)(=O)N2CCCC2)c1	2%	-9%	0%	-7%	i	-1%	4%	-1	2%

This part in full, repeating the preview:
SMILES	SW480 rerep	HepG2 viability	MCF10A rerep	HT1080 IDH1KD tx	ATXN viability	HT1080-NT tox	KB-3-1 tox	IL1B secr inh	ATXN2 expr inh
CCCOC(=O)c1ccc(NC(=O)c2cc(OC)c(OC)c(OC)c2Br)cc1	1%	-22%	19%	-2%	i	-1%	13%	39	1%
Cc1cc[n+](-c2nc3ccccc3nc2C(=C=[N-])C#N)cc1	-12%	-2%	22%	7%	i	24%	0%	?	-2%
COc1ccccc1CNC(=O)c1cccc(S(=O)(=O)N2CCCC2)c1	2%	-9%	0%	-7%	i	-1%	4%	-1	2%
Cn1c(=O)c2cc(S(=O)(=O)NCCC(=O)Nc3ccc(F)cc3F)ccc2n(C)c1=O	2%	-24%	-2%	-1%	i	-7%	0%	?	·
O=C(c1cc([N+](=O)[O-])cc([N+](=O)[O-])c1)N1CCN(C(=O)c2ccco2)CC1	-9%	11%	9%	13%	i	-1%	4%	9	·
O=C(CN(C(=O)CNC(=O)c1cccs1)c1cccc(F)c1)NC1CCCCC1	-2%	-9%	-4%	3%	i	2%	-9%	-18	-7%
N#Cc1ccc(OCC(=O)Nc2ccccc2NS(=O)(=O)c2cccs2)cc1	?	9%	-7%	-11%	i	-2%	3%	19	12%
C#CCNCCS(=O)(=O)N(Cc1ccc(Br)cc1)[C@@H](C)C(=O)O	-4%	3%	6%	3%	i	3%	5%	21	4%
CCn1c(SCC(=O)c2[nH]c(C)c(C(C)=O)c2C)nnc1-c1ccccc1	4%	3%	4%	16µM*	i	-1%	-7%	4	-23%
Cc1ccc(C)c(C(=O)C(C)OC(=O)CN2C(=O)NC3(CC(C)CC(C)(C)C3)C2=O)c1 (stereo unspecified)	2%	-24%	15%	4%	i	-3%	?	2	5%
COCCN1C(=O)CSCC1(C)C(=O)NCc1ccccc1 (stereo unspecified)	·	·	·	0%	·	45%	-1%	42	·
COc1cccc(C(=O)OCC(=O)Nc2ccc(N3CCOCC3)cc2)c1	1%	0%	-2%	4%	?	-1%	1%	11	·
Cc1ccc(S(=O)(=O)N2C[C@]3(O)C[C@@H]4C(=O)N(c5ccccc5)C(=O)[C@@H]4C[C@]3(OC(=O)Nc3c(C)noc3C)C2)cc1	·	1%	·	27%	i	5%	2%	-12	13%
Cc1ccccc1N1CCN(S(=O)(=O)c2nnc(NC(=O)c3ccccc3)s2)CC1	·	-20%	·	·	i	·	-16%	·	-5%
Cc1ccc(C)c(CN2C(=O)c3ccccc3S(=O)c3ccc(C(=O)NCCC4=CCCCC4)cc32)c1 (stereo unspecified)	·	-5%	·	·	i	·	6%	·	-7%
COc1ccc(NC(=O)CCC(=O)c2ccc(C(C)C)cc2)cc1	-9%	-20%	?	1%	i	-18%	0%	0	98%[activator]
CSc1ccccc1NC(=O)CN(C)C(=O)Cc1c(F)cccc1Cl	13%	4%	-2%	12%	i	1%	-1%	-3	2%
COC(=O)c1ccccc1OCC(=O)N1CCN(c2ccc(OC)cc2)CC1	-2%	8%	3%	1%	i	-1%	11%	6	3%
O=C(NC1CCc2ccccc21)c1cc(COc2c(F)cccc2F)on1 (stereo unspecified)	-19%	0%	2%	-3%	i	-3%	-8%	10	29%
FC(F)(F)c1ccccc1C1=CC(c2ccccc2)n2ncnc2N1 (stereo unspecified)	-15%	-5%	23%	0%	·	-1%	18%	-1	6%
CCN(CC)S(=O)(=O)c1ccc(C)c(NC(=S)NNC(=O)C2CC2)c1	-5%	3%	-7%	12%	i	10%	-2%	20	-2%
Cc1cccc(N2C(=O)CSC23C(=O)N(CC(=O)Nc2cccc(Cl)c2)c2ccccc23)c1 (stereo unspecified)	·	-8%	·	·	i	·	?	·	-37%
COCCN=C1NN=C(c2cc(C)n(CC3CCCO3)c2C)CS1 (stereo unspecified)	9%	2%	-6%	-1%	i	-8%	-11%	-9	16%
Cc1cc2c(c(=O)o1)C1(C(=O)N(CC(=O)O)c3ccccc31)C(C#N)=C(N)O2 (stereo unspecified)	-4%	1%	-14%	7%	i	7%	16%	33	-6%
CCOC(=O)N1CCN(C(=O)COc2cccc3c2CCN(Cc2cccc(C)c2)C3=O)CC1	2%	-7%	10%	-17%	i	1%	-26%	-23	-8%

Remaining list, next part.
SMILES	SW480 rerep	HepG2 viability	MCF10A rerep	HT1080 IDH1KD tx	ATXN viability	HT1080-NT tox	KB-3-1 tox	IL1B secr inh	ATXN2 expr inh
O=C(CCC(=O)Nc1ccccc1)N/N=C/c1ccncc1	-4%	5%	0%	10%	i	7%	15%	-1	7%
Cc1ccsc1C(=O)Nc1cc(C(C)(C)C)nn1-c1ccccc1	-3%	-35%	-1%	-7%	i	1%	11%	-6	-6%
COc1ccc(/C(N)=N/OC(=O)Cc2ccccc2)cc1	-3%	-4%	-3%	12%	i	22%	14%	-1	51%[activator]
COc1ccc(Cl)cc1Nc1cc(C)nc2ncnn12	·	-29%	·	0%	i	-1%	-9%	51	·
O=C(NCc1nnc(SCC(=O)N2CCCC2)o1)c1ccccc1	-1%	-33%	-4%	-3%	i	-1%	9%	4	-8%
CC(=O)CC(C)=NCCN=C(C)CC(C)=O	-14%	1%	3%	14%	i	0%	-2%	10	1%
CC(C)(C)OC(=O)N1CCN(Cc2ccc(F)c(B(O)O)c2)CC1	0%	-1%	-1%	-2%	i	-2%	0%	-2	4%
O=C1C=CN(Cc2ccccc2)CC1	-8%	0%	?	0%	i	2%	9%	37	2%
O=C(Nc1ccccc1F)Nc1ccccc1N1CCCCC1	18%	-1%	?	-18%	i	-24%	?	-6	-16%
COc1ccccc1/C=N/NC(=O)CCSc1ccccc1	-6%	-4%	-12%	14%	i	12%	1%	15	·
O=C(Nc1ccc2c(c1)OCO2)C1CC1	-8%	3%	-1%	3%	i	3%	2%	-1	32%
COc1ccc(NC(=O)COC(=O)c2ccc(S(=O)(=O)N3CC(C)CC(C)C3)cc2)cc1OC (stereo unspecified)	·	-1%	·	-1%	i	4%	-1%	-4	·
COc1ccc(OCc2cc(C(=O)N3CCCC(OC)C3)no2)c2ccccc12 (stereo unspecified)	-2%	-2%	?	-7%	i	-1%	-5%	-3	29%
CNC(=O)CSc1nnc(C2CC2)n1-c1ccccc1	0%	31%	-4%	5%	?	-2%	1%	-7	-17%
COc1ccc(Cn2c(-c3ccco3)nc3oc4ccccc4c(=O)c3c2=O)cc1	-9%	3%	-1%	18%	i	14%	-1%	?	16%
CC(=O)Nc1nc(CCC(C)C)cc2c1c(=O)oc1ccccc12	-10%	-59%	-4%	-15%	i	-1%	-13%	6	4%
CC(=O)Nc1ccc(NC(=O)C(F)(F)F)cc1	-3%	6%	7%	-6%	i	11%	-2%	-2	-3%
C=C(C)Cn1c(SCCN2CCOCC2)nc2c1c(=O)[nH]c(=O)n2C	-14%	7%	0%	12%	i	11%	10%	-6	2%
O=C(NCCC(=O)N1CCN(c2ccccc2O)CC1)c1ccc(Cl)cc1	-1%	-22%	14%	5%	i	7%	-3%	-3	2%
COc1ccc(-c2csc(N3CCOCC3)n2)cc1OC	-4%	3%	6%	0%	i	4%	1%	?	59%[activator]
C=CCOc1c(Br)cc(CNc2ccc3[nH]c(=O)[nH]c3c2)cc1OCC	0%	-28%	-4%	-21%	?	-21%	-15%	·	?
COc1ccc(CN(C)C(=O)c2ccc(NC(=O)CC3SC(N4CCCC4)=NC3=O)cc2)c(OC)c1OC (stereo unspecified)	3%	3%	3%	-14%	i	-1%	0%	11	-8%
CCCn1cnc2c(SCc3ccc(Cl)cc3)nc(N)nc21	-5%	-8%	?	1%	i	-14%	-2%	-63*	8%
CN(C(=O)c1ccc(NC(=O)Cc2ccc(NC(=O)C3CCCN(C(=O)C4CCCCC4)C3)cc2)cc1)C1CC1 (stereo unspecified)	-3%	-22%	3%	3%	i	-1%	0%	-2	2%
CCc1nn(CC(=O)N2CCN(c3ccc(OC)cc3)CC2)c(=O)c2cc3occc3n12	6%	-3%	11%	-27%	i	14%	-5%	-4	10%

New compounds follow
SMILES	SW480 rerep	HepG2 viability	MCF10A rerep	HT1080 IDH1KD tx	ATXN viability	HT1080-NT tox	KB-3-1 tox	IL1B secr inh	ATXN2 expr inh
COC(=O)[C@@H]1[C@@H](C#N)C2(c3ccccc3-c3ccccc32)N(c2ccc(Cl)cc2)N1C#N	?	-68%	5.2µM*	23µM*	28µM*	23µM*	?	?	10µM*
CCn1c2ccccc2c2cc(NC(=O)C(C)C)ccc21	-5%	-1%	-6%	-19%	i	-11%	1%	-23	-13%
CCn1c(C)nc2cc(C(=O)NNC(=S)Nc3ccccc3OC)ccc21	-4%	-16%	-5%	-22%	?	-7%	-4%	-13	18%
CC(OC(=O)CCNS(=O)(=O)c1ccccc1)C(=O)Nc1ccc(S(=O)(=O)N2CCCCC2)cc1 (stereo unspecified)	-6%	5%	6%	?	i	-6%	-11%	10	-20%
CCc1ccc(NCc2cc3cc(OC)c(OC)cc3n(CC(=O)Nc3cc(C)ccc3C)c2=O)cc1	·	-29%	·	·	i	·	?	·	9%
COc1ccccc1-c1oc2ccccc2c1C#CCO	3%	-5%	14%	1%	i	18%	-9%	10	5%
Cc1cccc(NS(=O)(=O)c2c(C)nc3scc(C)n3c2=O)c1	-13%	-6%	-2%	-4%	i	-6%	-2%	33	1%

Assay outcomes as filed in PubChem BioAssay.
